GPR151 activ: human GPR151 activation | PathHunter beta-arrestin GPR151 cells, luminescence | activation, % at 11.2 µM | 650,000 tested, 1% active | AID 1508602; in the data active means activation above about 4.9%;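 further: 0% = median of compound wells and 100% = cells with positive control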
Target sequence (Q8TDV0 whole entry, looked up): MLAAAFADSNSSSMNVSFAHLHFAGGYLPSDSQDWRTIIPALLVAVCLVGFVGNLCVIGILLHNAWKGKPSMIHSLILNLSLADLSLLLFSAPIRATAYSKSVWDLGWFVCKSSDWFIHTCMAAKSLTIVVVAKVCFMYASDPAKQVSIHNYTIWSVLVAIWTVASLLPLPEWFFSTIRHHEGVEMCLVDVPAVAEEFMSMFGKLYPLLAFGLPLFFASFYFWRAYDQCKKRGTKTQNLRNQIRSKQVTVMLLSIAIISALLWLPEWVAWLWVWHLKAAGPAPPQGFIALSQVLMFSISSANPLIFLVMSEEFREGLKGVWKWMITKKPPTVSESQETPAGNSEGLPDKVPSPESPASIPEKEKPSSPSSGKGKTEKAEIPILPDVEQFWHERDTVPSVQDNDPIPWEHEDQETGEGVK
TEAD-YAP inh: TEAD-YAP interaction inhibition. HEK-TIYL cells, TEAD-Gal4/YAP UAS-luciferase luminescence. inhibition, % at 9.12 µM. 640,000 tested, 1.4% active. AID 1259422; in the data active means inhibition above about 32%;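 further: 0% = median of test compound wells and 100% = reference inhibitor wells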
FBW7 act: activators of human E3 ligase FBW7. Q969H0. AlphaScreen FBW7–phospho-cyclin E peptide binding, activator screen. normalized activity (activation), % at 26.1 µM. 650,000 tested, 0.13% active; in the data active means normalized activity above about 1.9%;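 further: purified mutant Fbw7 with reduced substrate affinity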
Target sequence (Q969H0 whole entry, looked up): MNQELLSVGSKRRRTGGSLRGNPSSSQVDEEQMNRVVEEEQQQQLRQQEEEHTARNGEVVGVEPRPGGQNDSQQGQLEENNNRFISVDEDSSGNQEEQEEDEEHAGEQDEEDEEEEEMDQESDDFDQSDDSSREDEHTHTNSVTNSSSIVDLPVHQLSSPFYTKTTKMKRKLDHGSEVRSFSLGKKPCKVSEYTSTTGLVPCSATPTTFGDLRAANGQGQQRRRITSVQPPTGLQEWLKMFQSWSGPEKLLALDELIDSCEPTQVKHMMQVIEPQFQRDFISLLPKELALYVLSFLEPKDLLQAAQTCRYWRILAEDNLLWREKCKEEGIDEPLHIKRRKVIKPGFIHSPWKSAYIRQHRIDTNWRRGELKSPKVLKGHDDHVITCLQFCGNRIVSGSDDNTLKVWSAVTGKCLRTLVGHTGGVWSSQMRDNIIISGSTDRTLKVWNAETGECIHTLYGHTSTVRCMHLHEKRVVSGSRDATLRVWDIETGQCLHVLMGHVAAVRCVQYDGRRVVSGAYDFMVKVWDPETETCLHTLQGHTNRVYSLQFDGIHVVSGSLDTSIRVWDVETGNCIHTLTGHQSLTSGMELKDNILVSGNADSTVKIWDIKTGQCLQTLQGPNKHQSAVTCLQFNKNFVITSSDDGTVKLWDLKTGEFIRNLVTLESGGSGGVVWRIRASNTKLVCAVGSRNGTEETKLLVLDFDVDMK
MITF inh: blocks human microphthalmia-associated transcription factor; O75030; AlphaScreen MITF homodimerization, bead proximity signal; inhibition, % at 2.6 µM; 650,000 tested, 0.91% active; AID 1259374; in the data active means inhibition above about 50%;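 further: 0% = vehicle wells with protein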
The depositor's hits bear a star.

SMILES	GPR151 activ	TEAD-YAP inh	FBW7 act	MITF inh
C=CCn1c(SCCC(=O)Nc2nccs2)nc2sc3c(c2c1=O)CCCC3	-0.5	4.0	0.5	-3.8
Cc1[nH]n(-c2ccccc2)c(=O)c1CCC(=O)O	0.4	3.4	0.1	11.2
CCC(C)NC(=O)C1CC2CCCN2C12C(=O)N(C)c1ccccc12 (stereo not given)	-2.5	-9.3	0.0	-2.6
O=C(CNC(=O)c1ccc(Cl)cc1Cl)NCC(=O)NNC(=O)c1ccncc1	0.6	-7.1	0.0	-3.4
COc1ccccc1N(CCOC(=O)CN1C(=O)c2ccccc2C1=O)C1=NS(=O)(=O)c2ccccc21	-0.8	0.4	0.0	-7.8
O=C(CN1C(=O)COc2ccccc21)NCCN1CCN(c2ccccc2)CC1	-0.6	7.8	0.1	3.8
CCOC(=O)N1CCN(c2cc(-c3ccccc3)nc(-c3ccncc3)n2)CC1	-0.7	8.8	0.5	18.4
C=CCN(CC=C)C1CCN(c2nc(C)c3ccc(S(C)(=O)=O)cc3n2)CC1	0.5	9.7	0.1	7.4
CC1CCN(Cc2nnnn2CC(=O)N(C)CCCN2CCOCC2)CC1	-0.2	7.5	0.3	14.2
Cc1ccc(C)c(/C=C2\NC(=S)NC2=O)c1	0.1	3.0	-0.1	-3.0
COc1ccc(Cl)cc1NC(=O)CC1Sc2ccccc2NC1=O (stereo not given)	0.1	4.7	0.6	22.8
CS(=O)(=O)Nc1cccc(-c2cnn3c(NCCc4cccnc4)ccnc23)c1	-0.1	-14.2	-0.8	4.2
COc1ccc(C2=NN(C(=O)CSc3nnc(CNC(=O)c4cccc([N+](=O)[O-])c4C)n3C)C(c3ccc(F)cc3)C2)cc1 (stereo not given)	0.1	5.2	0.2	22.7
COc1ccc(S(=O)(=O)NCCCCCC(=O)N2CCC3(CC2)OCCO3)cc1	-0.7	-10.5	0.0	5.5
Cc1ccc(-c2ccccc2NC(=O)Nc2ccc(F)cc2)o1	-1.0	-2.4	-0.2	4.7
CC(C)(Oc1ccc(Cl)cc1)C(=O)N1CCCC1	0.8	2.1	-0.1	15.5
CCCC1(C(=O)OC)NC(c2ccc(C)cc2)C2C(=O)N(c3ccc(C)cc3)C(=O)C21 (stereo not given)	0.4	9.8	0.0	18.3
CCOc1cc(S(=O)(=O)n2cnc3ccccc32)ccc1F	-0.7	11.0	-0.2	-8.8
Cc1cc2ncn(C(=O)c3cccc(Cl)c3)c2cc1C	0.3	3.0	0.1	5.5
O=S(=O)(Nc1nc2ccccc2[nH]1)c1ccccc1	0.5	-17.1	-0.1	-8.6
Cc1noc(C)c1CN(C(=S)NC1CC1)c1ccccc1	-0.6	4.5	0.0	5.2
O=C(O)c1cc(NS(=O)(=O)c2c(Cl)cccc2Cl)cc(C(=O)O)c1	1.2	-2.1	0.1	-3.5
Cc1ccc(Cl)cc1-c1ccc(CO)o1	-1.3	7.0	-0.1	3.4
COc1ccc(S(=O)(=O)Nc2cccc3c([N+](=O)[O-])cccc23)cc1OC	6.0*	-20.3	-0.2	-6.8

Reprinted at random: 4 records from the list.
SMILES	GPR151 activ	TEAD-YAP inh	FBW7 act	MITF inh
Cc1ccc(-c2ccccc2NC(=O)Nc2ccc(F)cc2)o1	-1.0	-2.4	-0.2	4.7
O=S(=O)(Nc1nc2ccccc2[nH]1)c1ccccc1	0.5	-17.1	-0.1	-8.6
COc1ccc(S(=O)(=O)NCCCCCC(=O)N2CCC3(CC2)OCCO3)cc1	-0.7	-10.5	0.0	5.5
CC(C)(Oc1ccc(Cl)cc1)C(=O)N1CCCC1	0.8	2.1	-0.1	15.5

(more compounds)
SMILES	GPR151 activ	TEAD-YAP inh	FBW7 act	MITF inh
CCOc1ccccc1NC(=O)CN1CCN(CC(=O)Nc2ccccc2OC)CC1	1.3	8.5	-0.1	2.6
CC(C)(C)c1ccc2c(c1)C1c3ccc(C(C)(C)C)cc3C2C2C(=O)N(c3ccc(Oc4ccc(Br)cc4)cc3)C(=O)C12 (stereo not given)	-0.2	-1.3	-0.1	-14.2
CN1CCN(C(c2ccccc2)c2sc3ncnn3c2O)CC1 (stereo not given)	-1.5	-1.4	-0.3	-7.2
COCCCNc1nc2c(c(=O)n(C)c(=O)n2C)n1Cc1ccc(Cl)cc1	1.1	-4.1	0.2	26.6
COc1ccc(N(CC(=O)NCCc2ccc(OC)c(OC)c2)S(=O)(=O)c2ccc(OC)c(OC)c2)cc1	0.6	-5.9	-0.1	-0.8
O=[N+]([O-])c1cccc(NC(=S)Nc2ccccc2F)c1	-0.8	-4.3	-0.1	-16.2
Cn1c(=O)c2c(nc(Oc3ccc(Oc4ncc(Cl)cc4Cl)cc3)n2Cc2ccc(C(C)(C)C)cc2)n(C)c1=O	-0.1	7.7	-0.3	1.8
C/C(=N\NC(=O)c1nnn(-c2nonc2N)c1-c1ccccc1)c1cc(F)c(F)cc1C	0.4	1.6	0.2	12.7
O=C(NC1CCCCCC1)c1cc(S(=O)(=O)N2CCCCC2)c[nH]1	-1.7	-1.2	-0.2	7.0
COc1cc(Cl)c(C)cc1NC(=O)CCc1c(C)nc2nc[nH]n2c1=O	3.5	7.5	0.1	9.1
O=C(C(=N\O)/C(=N/O)N1CCOCC1)c1ccccc1	1.1	-4.3	-0.5	-6.8
O=C(N/N=C/c1ccc(O)c(O)c1)c1cc(O)cc(O)c1	-1.3	16.5	0.3	19.3

3 compounds already listed, sorted by molar mass, lowest first:
SMILES	GPR151 activ	TEAD-YAP inh	FBW7 act	MITF inh
O=C(N/N=C/c1ccc(O)c(O)c1)c1cc(O)cc(O)c1	-1.3	16.5	0.3	19.3
O=C(NC1CCCCCC1)c1cc(S(=O)(=O)N2CCCCC2)c[nH]1	-1.7	-1.2	-0.2	7.0
CC(C)(C)c1ccc2c(c1)C1c3ccc(C(C)(C)C)cc3C2C2C(=O)N(c3ccc(Oc4ccc(Br)cc4)cc3)C(=O)C12 (stereo not given)	-0.2	-1.3	-0.1	-14.2

Further compounds
SMILES	GPR151 activ	TEAD-YAP inh	FBW7 act	MITF inh
Cn1c2ccccc2c2nnc(N/N=C/c3cccs3)nc21	-1.2	-3.4	0.2	13.1
COc1cc(OC)c(OC)cc1/C=N\NC(=O)c1cnccn1	0.2	-9.2	-0.2	13.6
CN(C)c1cccc(-c2cnc(NCc3ccco3)c3nccn23)c1	1.1	3.7	0.2	16.1
CC(C(=O)N1CCN(c2cccc(Cl)c2)CC1)c1ccc([N+](=O)[O-])cc1 (stereo not given)	0.3	-2.5	0.0	7.7
O=[N+]([O-])c1cccc(S(=O)(=O)N2CCN(c3ccc(Cl)cc3[N+](=O)[O-])CC2)c1	1.6	10.7	-0.1	13.2
C#CC(C)(C)NC(=O)CSc1nc2c(c(=O)n(C)c(=O)n2C)n1CCCC	0.0	6.3	0.0	-25.2
CCOC(=O)c1c(N2C(N)=C(C#N)C(c3ccsc3)C3=C2CCCC3=O)sc2c1CCCCC2 (stereo not given)	-0.1	-12.6	-0.1	-0.7
COc1ccc(NC(=O)C2CC(=O)N(CCc3ccccc3)C(=Nc3ccccc3)S2)cc1 (stereo not given)	0.3	7.1	0.0	13.4
Cc1cc2nc(N3CCC(NCc4ccsc4)CC3)nc(C)c2cc1C	1.5	-10.5	0.1	-17.8
COc1ccc(N(CC(=O)NCCc2ccc(F)cc2)S(=O)(=O)c2ccccc2)c(OC)c1	0.6	3.4	-0.2	17.2
COc1ccccc1C(=O)Nc1ccc2c(c1)CN(C(=O)C1=CCCC1)CC2	1.7	0.6	0.4	13.7
COC(=O)c1ccc2c(=O)n(C3CC(C)(C)NC(C)(C)C3)c(=S)[nH]c2c1	-0.1	22.9	-0.1	3.6

A second format for two compounds above.
Value order: GPR151 activ | TEAD-YAP inh | FBW7 act | MITF inh
- COc1ccc(NC(=O)C2CC(=O)N(CCc3ccccc3)C(=Nc3ccccc3)S2)cc1 (stereo not given)
→ 0.3 | 7.1 | 0.0 | 13.4
- Cn1c2ccccc2c2nnc(N/N=C/c3cccs3)nc21
→ -1.2 | -3.4 | 0.2 | 13.1

Other compounds
SMILES	GPR151 activ	TEAD-YAP inh	FBW7 act	MITF inh
CCN(c1ccccc1)S(=O)(=O)c1ccc2[nH]cc(C(=O)N3CCC4(CC3)OCCO4)c(=O)c2c1	-1.2	6.6	0.1	12.4
COCCNc1nc(-c2cc(C)n(CCc3ccc(OC)cc3)c2C)cs1	0.2	4.9	0.1	12.1
O=C(OCc1nc2ccccc2s1)c1ccc([N+](=O)[O-])cc1	-1.2	-5.8	0.0	7.9
Cc1cccc(CN2CCc3c(nc(N4CC(C)OC(C)C4)[nH]c3=O)C2)c1 (stereo not given)	0.6	12.1	0.0	7.4
Cc1cc(N2CCN(c3cccc(Cl)c3)CC2)n2cnnc2n1	2.5	17.6	-0.1	-5.4
CN(C)c1oc(-c2cccc([N+](=O)[O-])c2)nc1S(=O)(=O)c1ccccc1	-0.1	0.3	-0.1	-4.5
COc1ccc(OCCCC(=O)Nc2nnc(C3CCCO3)s2)cc1 (stereo not given)	0.3	0.5	-0.1	-1.9
COC(=O)c1c(CC=C(C)C)c(C)nc2ccccc12	0.6	3.4	-0.1	-2.4
Cc1nnc2c(N3CCC(C(=O)O)CC3)nc3ccccc3n12	-0.5	-0.8	-0.1	0.6
CCOC(=O)C1=C(C)N=c2s/c(=C\c3cc(Br)c(O)c(OC)c3)c(=O)n2C1c1ccc(OC)cc1 (stereo not given)	0.6	15.2	-0.2	3.5
Cc1ccccc1NC(=O)C(C)N1C(=O)c2ccccc2S1(=O)=O (stereo not given)	-0.5	0.1	-0.1	2.2
Nc1cc(C(=O)OCC(=O)NCCc2ccc(Cl)cc2Cl)ccc1Cl	-0.2	13.2	0.1	1.1
CC1=NN(c2cccc([N+](=O)[O-])c2)C(=O)C1	1.8	0.7	0.0	1.9
O=C(O)CNS(=O)(=O)c1cccc(Cl)c1	0.7	6.9	0.1	11.3
O=C(CSc1cn(Cc2ccccc2Cl)c2ccccc12)N1CCCCC1	-0.1	0.1	0.0	1.5
COc1cccc(CN2CCNC(=O)C2CC(=O)NCCOc2cccnc2)c1OC (stereo not given)	2.4	2.8	0.6	4.7
Cc1nc2c(ccc3nc(NC(=O)c4ccc(S(=O)(=O)N5CCc6ccccc65)cc4)sc32)s1	1.8	2.7	0.0	5.8
CCN1CCN(C(=O)c2ccc(Br)o2)CC1	0.0	6.3	0.0	6.8
Cc1ccc(NC(=O)C(C)N(c2ccc(Cl)cc2)S(C)(=O)=O)c(C)c1 (stereo not given)	0.4	3.1	0.0	-7.1
Nc1nc(Nc2ccc(Oc3ccccc3)cc2)cc(N2CCc3ccccc3C2)n1	1.7	-2.8	-0.1	18.8
COc1ccc(NC(=O)c2cc3ccccc3o2)cc1[N+](=O)[O-]	0.4	-22.7	0.0	-2.0
COC(=O)C1=C(C)N(Cc2ccccc2)C(=O)/C1=C\c1ccc(OCC(=O)NCC2CCCO2)cc1 (stereo not given)	-0.9	7.5	0.1	1.1
COc1ccc2c(c1)OC13CCCCC1C2C(C(=O)c1ccccc1)C(=O)N3 (stereo not given)	0.1	4.8	0.1	11.1
Cc1ccccc1C(=O)N1CCN(c2nc(-c3ccccc3)c3cc(Cl)ccc3n2)CC1	-0.4	-6.4	-0.1	16.0
Cc1cc(-c2nnc(CCC(=O)N3CCN(C4CCCCC4)CC3)o2)c(C)o1	-0.7	-18.5	0.5	18.9
Cc1cccc(-c2nc3ccccc3c(=O)n2CC(=O)Nc2ccc(C)cc2C)c1	1.4	-7.1	-0.2	-3.2
COc1cccc(C(=O)NNC(=O)c2ccc(S(=O)(=O)N3CCCCC3)cc2)c1	-0.3	-15.1	0.3	9.9
CC(=O)Nc1ccc(S(=O)(=O)N2CCCC(c3nc(-c4ccc(C)o4)no3)C2)cc1 (stereo not given)	0.0	17.3	-0.1	8.8
CC1CCc2nn(CC(=O)NCCN3CCOCC3)cc2C1 (stereo not given)	0.2	9.9	0.7	15.5
O=C(c1cnc2n(c1=O)CCS2)N(Cc1ccccc1)c1ccccc1	1.0	1.8	-0.1	5.7
O=C1Nc2c(c(=O)[nH]c(=S)n2CCc2ccccc2)C(C(F)(F)F)(C(F)(F)F)N1	2.4	-13.2	0.1	-10.9
Cc1cc2c(cc1C)-c1nc3ccccc3cc1C2	-4.0	54.3*	0.6	9.2
CCOC(=O)c1cnc(SCC(=O)N(C)c2cccc(C)c2)nc1N	-1.1	7.7	0.3	3.9
CS(=O)(=O)c1nncn1-c1ccccn1	0.0	8.6	0.2	1.6
Cc1ccc2c(c1)N(Cc1ccc(S(C)(=O)=O)cc1)C(=O)C(C)S2 (stereo not given)	-0.4	0.4	0.0	-6.8
COc1ccc(N2C(=O)c3ccccc3NC2c2ccc(Cl)cc2)cc1 (stereo not given)	-0.3	-12.1	-0.2	-5.7
Cc1cc2c(Cc3cccs3)n[nH]c(=O)c2c(=O)[nH]1	0.2	14.0	-0.1	-5.6
CCc1c(C)sc(NC(=S)NCc2ccccn2)c1C(=O)OC	0.5	-18.1	0.0	4.6
CCN(C(=O)CSc1ccccc1C(=O)O)c1cccc(C)c1	-2.2	7.3	0.1	16.1
CCOc1ccc(/C=C/C(=O)Nc2nc3ccc(C)cc3s2)cc1	0.6	0.0	0.0	-2.2
COCCOC(=O)C1=C(C)NC2=C(C(=O)CC(c3ccc(OC)c(OC)c3)C2)C1c1ccccc1OC (stereo not given)	-1.9	14.5	0.0	7.2
Brc1ccc(C2=CCn3nnnc3N2)cc1	-0.9	-10.5	-0.1	-0.9
Cc1ccccc1OCC(=O)NNC(=O)CCN1C(=O)c2ccccc2C1=O	-0.9	-2.3	0.2	22.3
Cc1ccc(C)c(N2C(=O)C3CCC(C)CC3C2=O)c1 (stereo not given)	-0.2	5.6	0.1	8.6

Compound activity from PubChem.
